Assay outcomes as filed in PubChem BioAssay.
PAX8 reporter: inhibitors of PAX8-driven TPO luciferase reporter, primary screen, RMG-I cells, single concentration. SteadyGlo, 24 h. inhibition, % at 12.6 µM. hit rate 1.2% among 360,000. AID 652154, 2013;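 active = mean replicate inhibition at least 60% with every replicate also reaching 60%; inconclusive = only one of the two criteria is met; inactive = mean below 60% and not all replicates reaching 60%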;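 also: luciferase light reporting Pax8 driven TPO promoter activity; plate controls were median of neutral control wells for no effect and mitoxantrone controls for full effect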
F508del corr: F508del CFTR correction, initial screen, CFBE line, single point | CFBE cells, YFP halide quenching; stimulated with forskolin plus potentiator P3; % fluorescence drop versus neutral controls | activity (quench increase), % at 7.58 µM | hit rate 0.36% among 350,000 | AID 720511, 2013;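 active = mean added fluorescence quench of at least 8% versus neutral control, with both replicates also reaching 8%; inconclusive = only one of the mean or replicate conditions met; inactive = mean below 8% and not both replicates reaching 8%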;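 also: cells transiently co-express mutant CFTR-F508del with the halide-sensitive YFP; corrector assay measuring rescue of mutant channel to the surface after 24 h compound exposure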
GSIS activator: GLuc luminescence reporter in INS-1E cells, primary screen for activators of glucose-dependent secretion of insulin; INS-1E GLuc reporter insulin secretion, 2-3 h; activation, % at 16.6 µM; hit rate 0.61% among 370,000; AID 743287, 2014;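 active = lowest replicate activation of at least 40%, so every replicate reaches that level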;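 also: 0% = median of neutral control wells and 100% = median of IBMX positive control wells; some compounds called inactive have numbers as strong as hits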
FN deposit inh: inhibitors of fibronectin matrix deposition, primary screen, AH1F cells, Alexa488-fibronectin fluorescence, plate reader. AID 743247, 2014. inhibition, % at 12.6 µM. hit rate 0.086% among 350,000. AH1F fibroblasts, overnight;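 active = mean inhibition across replicates of 30% or more, regardless of how many single replicates reach that level; inconclusive = mean under 30% yet at least half of replicates reach 30%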;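 also: positive control wells lacked labelled fibronectin entirely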
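Material: AH1F fibroblast monolayer depositing Alexa488-labelled fibronectin into matrix / Amount: 10000 AH1F cells per well / Signal: fluorescence 485/525 nm / Medium: DMEM, 2% serum / Compound: single dose, pinned / Incubation: 1 h cell adhesion before compound, then overnight fibronectin incubation / Reagent: Alexa488-FN, 24 nM final / Read-out: inhibition of fibronectin deposition signal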
EWS-Fli block: EWS/Fli-driven NR0B1 reporter inhibitors, primary screen, A673 cells, NR0B1 luciferase, luminescence, MLPCN library | hit rate 0.67% among 350,000 | viability-normalised | inhibition, % at 12.6 µM;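 active = mean inhibition of at least 50% after viability correction, with every replicate also passing that limit; inconclusive = mean reaches 50% but only one of two replicates passes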;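 also: firefly luciferase signal divided by Alamar Blue viability fluorescence both relative to DMSO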
miR122 inh: miR-122 Renilla sensor signal increase in Huh7, primary screen, miR-122 inhibitor project, cell-based, single point, plate reader; Huh7 miR-122 Renilla luciferase sensor, 48 h; neutral wells = 0, positive control = 100; activation (reporter increase), % at 12.5 µM; hit rate 0.3% among 340,000;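 active = mean replicate activation score at least 90 and every replicate individually at or above 90; inconclusive = only one of the two criteria met; inactive = neither criterion met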;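 also: higher luciferase means less miR-122 activity so hits act as miR-122 inhibitors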
DENV2 CPE rescue: inhibitors of DENV2 cytopathic effect, primary screen, cell-based, plate reader, single concentration | DENV2-infected cells, cytopathic effect rescue | CPE inhibition, % at 9.99 µM | hit rate 1.7% among 350,000; in the data active = CPE inhibition above about 20%, passing the limit was not always enough; inconclusive = no clear call, values can overlap the other calls; tested in BHK-21 cells;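 also: 0% = median of neutral control wells and 100% = median of positive control wells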
Active calls of the source: *; ? = inconclusive; . = no result given; & = joins results of further samples; ! = not active in a repeat; [ ] = another dose, or the depositor's remark.

SMILES	PAX8 reporter	F508del corr	GSIS activator	FN deposit inh	EWS-Fli block	miR122 inh	DENV2 CPE rescue
CN(C)S(=O)(=O)c1cccc(NC(=O)COC(=O)C2CCN(C(=O)c3ccc(F)cc3)CC2)c1	-8	1.0	.	-2	-1	-10	-11
O=C(CSc1n[nH]c(-c2ccccc2)n1)Nc1ccc(N2CCOCC2)cc1	17	-0.6	-3	.	5	.	1
C[C@H](CO)N1C[C@H](C)[C@@H](CN(C)Cc2ccccc2)Oc2ccc(NC(=O)Cn3cnnn3)cc2C1=O	-7&-3	-1.7&2.0	11	2	7&-1	4[16.7 µM]	-7&-10
Cc1ccc(S(=O)(=O)N[C@@H]2CC[C@H](CC(=O)NCCCN(C)C)O[C@@H]2CO)cc1	.	-0.4	11	.	.	.	0
Nc1ncnc2c1ncn2[C@@H]1O[C@H](CN2CCCS2(=O)=O)[C@@H](O)[C@H]1O	1	-3.1	-7	15	2	-6	-9
Cc1nc2nc(C)c(NS(=O)(=O)c3ccc(Cl)cc3)c(=O)n2[nH]1	8	-0.3	0	1	4	0	-1
CO[C@@H]1CN(C)C(=O)c2cc(NC(=O)C3CCCC3)ccc2OC[C@@H](C)N(C(C)=O)C[C@@H]1C	-3	-1.6	-1	-1	1	-17[16.7 µM]	.
Cc1nnc(SCC(=O)N2c3ccccc3CC2C)[nH]c1=O (stereo not drawn)	-18	.	1	.	2	.	.
CCOC(=O)NC(=O)C(=CNc1ccccc1C)C(=O)NC(=O)OCC	-13	2.0	-7	14	-12	-7	0
O=C(NN=C1CCCC1)NC1CCCCC1	0	.	21	3	-6	0	3
C[C@H]1CCCCO[C@H](CN(C)C(=O)Nc2ccc(C(F)(F)F)cc2)[C@@H](C)CN([C@@H](C)CO)C(=O)c2cc(NC(=O)Cc3ccccc3)ccc2O1	50	3.5	2	-6	-8	-14[16.7 µM]	14
COCCCNC(=S)N(CCCN(C)C)Cc1cc2cc3c(cc2[nH]c1=O)OCCO3	-22	-1.9	-1	5	11	-2	?
Cc1ccnc(NC(=O)c2ccccc2NC(=O)c2ccccc2)c1	-5	2.8	3	10	-8	2	-5
CC1=C(C)C(C)=C(C#N)C(=C(C#N)C#N)N1	17	0.0	.	7	6	5	4
COc1ccc(C(=O)NN(C)c2nc(C(F)(F)F)nc3ccccc23)cc1	94*	1.8	-45	-16	56*	.	-10
O=C(O)c1ccc(N2CCCS2(=O)=O)cc1	-20	0.3	3	-1	-7	.	?
C/C=C/c1ccc([C@H]2[C@@H](C#N)N(C(=O)Cc3ccccn3)[C@H]2CO)cc1	11	0.1	3	3	-6	.	2
CCCCNc1c(-c2cccc(SC3CCCCC3)c2)nc2ccc(Cl)cn12	7&-24	1.6&0.7	-2&6	-7&-1	19&7	-2	?
CC1CCCC(NC(=O)CCCn2ncn3c(cc4occc43)c2=O)C1C (stereo not drawn)	11	3.9	-3	1	.	.	12
O=C(NC[C@H]1[C@H](c2ccccc2)[C@@H](CO)N1C(=O)C1CCC1)NC1CCCC1	-13	1.8	4	-6	-2	0[16.7 µM]	19
C[C@@H]1CC[C@@]23COC(=O)C2=CCC[C@@H]3[C@@]1(C)CC/C(=C/CO)CO	.	-3.3	.	.	13	-3	18
COc1cccc(-c2ccc([C@H]3[C@@H](CO)N(C(C)=O)C34CN(C(C)=O)C4)cc2)c1	.	-1.4	-6	.	1	.	0
O=C(c1ccc(COCC(F)(F)F)cc1)N1CCN(c2ccccn2)CC1	8	-2.4	-2	2	-13	.	-6
O=C(NC1CCCC1)N1CC(=O)N2[C@H](C1)[C@@H](c1ccc(-c3cccnc3)cc1)[C@@H]2CO	.	0.0	-3	.	11	.	-3
COc1cc2ccc(=O)oc2c(O)c1OCC=C(C)C	.	.	8	-6	.	3	.
Cc1ccc(S(=O)(=O)Nc2cccc3c2O[C@@H](CN(C)S(=O)(=O)c2ccc(Cl)cc2)[C@@H](C)CN([C@@H](C)CO)C3=O)cc1	3	3.0	-5	.	-11	.	21*
COc1ccc(/C=C(/NC(=O)c2ccco2)C(=O)N2CCCCC2)cc1	3	0.3	0	-6	-5	5	-5
CNC(=O)C[C@H]1CC[C@@H]2[C@H](COC[C@H](O)CN2S(=O)(=O)c2ccc(Oc3ccccc3)cc2)O1	-11	1.4	11	4	3	3[16.7 µM]	1
CCN(CC)S(=O)(=O)c1cccc(C(=O)N/N=C/c2ccccc2OCC(=O)O)c1	17	-3.4	-2	2	0	-4	0
C[C@@H]1CN([C@@H](C)CO)C(=O)Cc2cc(NC(=O)CCN3CCOCC3)ccc2O[C@@H]1CN(C)Cc1ccc(Cl)c(Cl)c1	11	0.1	-6	.	-8	-5[16.7 µM]	-9
CCN1C2OC3OC4C(OC3OC2N(CC)S1(=O)=O)N(CC)S(=O)(=O)N4CC (stereo not drawn)	2	-2.3	0	-8	6	5	.
NC(=O)c1nn(-c2ccccc2)nc1NC(=O)CN1CCCCC1	-10	.	.	-5	.	-4	.
O=C(NCCc1csc(-c2cccnc2)n1)c1cccc2ccccc12	12	5.7	4	7	-5	.	2
CCNC(=S)NNC(=O)c1cc(-c2cccc(OC)c2)nc2ccccc12	-12	.	12	0	.	.	.
O=C(NC(c1cccnc1)C(F)(F)F)c1cc(COc2ccc3c(c2)CCCC3)on1 (stereo not drawn)	-79	-0.4	-28	-3	.	.	-1
COc1ccc(C(=O)Nc2c(N)nc(SCC(=O)NCC3CCCO3)[nH]c2=O)cc1 (stereo not drawn)	-3	-4.3	1	-2	-1	0	-7
Cc1cc(-c2nnnn2-c2ccc(F)cc2)no1	9	-1.2	-3	-2	15	0	1
Cc1cccc(C)c1OCc1nnc(SCC(=O)NCc2ccccc2)o1	.	2.0	-36	.	-2	5	-15
COc1cccc2oc3cc(C#CC4(O)CCCCC4)ccc3c(=O)c12	-52	3.3	27	2	37	0	-17
C[C@H]1CN([C@@H](C)CO)C(=O)c2cc(C#CC3CC3)cnc2O[C@@H]1CN(C)C(=O)CC1CC1	.	2.1	18	-10	-8	-4[16.7 µM]	-5
O=C(Nc1ccccc1F)c1ccc([N+](=O)[O-])s1	10	-2.7	10	2	11	.	.
CC(C)NC(=O)N1[C@H](CO)[C@@H]2c3ccccc3N(C(=O)c3ccccc3F)C[C@@H]21	-10	-2.2	-1	.	9	-5[16.7 µM]	55*
COc1ccccc1CCn1cnc(-c2ccc(Br)cc2)c1CC(C)C	37	-0.4	-19	2	24	.	-5
Cc1cc(Cl)ccc1OCC(=O)NCCOc1nc(N2CCCCC2)nc(N2CCOCC2)n1	.	.	-3	-3	.	-6	.
COC(=O)c1ccc(C2C(C(=O)c3cc4ccccc4o3)=C(O)C(=O)N2CCN2CCOCC2)cc1 (stereo not drawn)	6	-1.2	-4	-1	.	7	5
O=C(c1ccccc1)c1coc(-c2ccccc2)c1	-69	-1.5	-11	-15	1	.	-10
CCN(CC)CCCOC(=O)c1ccc(OC)cc1O	-13	1.4	5	-1	4	.	-1
Cc1cc(C(=O)Nc2cccc3c2O[C@@H](CN(C)Cc2ccc(Cl)c(Cl)c2)[C@H](C)CN([C@@H](C)CO)C3=O)n(C)n1	19	-6.5	-36	9	3	33[16.7 µM]	2
C[C@H](CO)N1C[C@H](C)[C@H](CN(C)C(=O)Nc2ccccc2)Oc2ccc(NC(=O)CCN3CCOCC3)cc2C1=O	-27	1.7	16	.	.	-4[16.7 µM]	2
O=C(COc1ccc(Cl)cc1)N1CCN(S(=O)(=O)c2ccccc2)CC1	.	.	-3	-11	.	-5	.
Cc1noc(C)c1NC(=O)Nc1cccc2c1O[C@H](CN(C)S(=O)(=O)c1ccc(Cl)cc1)[C@H](C)CN([C@@H](C)CO)C2=O	7	-0.9	0	.	0	-7[16.7 µM]	-8
O=C(COC(=O)CN1C(=O)C2CCCCC2C1=O)Nc1ccc(F)c(F)c1F (stereo not drawn)	4	-0.2	-2	-9	-2	.	-3
CCOC(=O)c1ccc(NC(=O)c2nc[nH]c2C(=O)N(C)Cc2ccccc2)cc1	10	2.1	-16	0	-3	6	?
N#CC1(NC(=O)COc2cccnc2[N+](=O)[O-])CCCCC1	4	0.3	7	3	-3	3	1
CCCNc1nc(-c2cc(C(=O)Nc3ccccc3)on2)cc(C(C)C)n1	-25	-2.5	-10	-11	11	-1	-10
N#Cc1cccc(-c2ccc([C@H]3[C@H](CO)N4CCCCN(C(=O)Nc5ccc(F)cc5)C[C@@H]34)cc2)c1	3	1.6	-18	.	13	-28[16.7 µM]	9
COc1ccc(NC(=O)N(C)C[C@H]2Oc3c(NS(=O)(=O)c4ccc(OC)cc4)cccc3C(=O)N([C@H](C)CO)C[C@@H]2C)cc1	-3&-9	2.2&-1.4	9&-12	7	-5&4	11	28*!
Cc1occc1C(=O)NNS(=O)(=O)c1ccc([N+](=O)[O-])cc1	-15	1.9	0	4	-4	11	-2
CCOC(=O)C(C)Oc1cccc2c(=O)n(CC(=O)N3CCCc4ccccc43)ccc12 (stereo not drawn)	-1	3.1	.	5	24	-4	-4
COCC#Cc1cnc2c(c1)C(=O)N([C@H](C)CO)C[C@@H](C)[C@@H](CN(C)C)O2	.	2.0	18	-5	-3	-4[16.7 µM]	2

(more compounds)
SMILES	PAX8 reporter	F508del corr	GSIS activator	FN deposit inh	EWS-Fli block	miR122 inh	DENV2 CPE rescue
CC(C)c1ccc(C(=O)Nc2cccnc2)cc1	-154	0.5	-4	10	-79	-4	7
CCOC(=O)CN(C(=O)COc1nc(C)cc(C)c1C#N)c1ccc(F)cc1	5	1.6	.	5	3	.	-4
Cc1ccc(S(=O)(=O)Nc2ccc3c(c2)C(=O)N([C@@H](C)CO)C[C@H](C)[C@H](CN(C)Cc2ccc(C(F)(F)F)cc2)O3)cc1	21	6.1	-30	-23	7	-10[16.7 µM]	.
Brc1ccc2nc(-c3ccccc3)c(Cc3ccccc3)n2c1	-82	1.2	4	-7	-63	3	?
Cc1ccc(CC(=O)NC(C)CCc2ccccc2)cc1 (stereo not drawn)	-10	.	.	2	.	-2	.
O=C(C[C@@H]1CC[C@@H]2[C@H](COC[C@H](O)CN2S(=O)(=O)c2cccc(Cl)c2)O1)NCc1ccncn1	-16	2.7	-2	-6	1	4[16.7 µM]	0
CC(=NNC(=O)C(C)SC(C)C(=O)NN=C(C)c1cccnc1)c1cccnc1 (stereo not drawn)	2	-0.7	2	12	-22	.	1
O=C(NCc1nc(-c2ccc(C(F)(F)F)cc2)no1)c1cccs1	-7	-2.1	-15	-11	2	.	-2
Cc1ccc(C(=O)Nc2cc(C(C)C)c(O)c(C(C)C)c2)cc1	16	.	-11	-3	.	3	.
C[C@@H]1CN([C@H](C)CO)C(=O)c2cccc(NS(=O)(=O)c3ccc(Cl)cc3)c2O[C@@H]1CN(C)C(=O)Nc1cccc2ccccc12	.	-2.0	-14	.	-1	-6[16.7 µM]	-5
O=C(COC(=O)c1cccnc1)NC1CCCc2ccccc21 (stereo not drawn)	16	3.0	4	.	-2	.	-2
O=C(NCCNC(=O)c1ccccn1)c1ccc(F)cc1	-8	-0.6	6	6	-5	-4	-8
CCOc1ccc2oc(=O)cc(CN3CCOCC3)c2c1	6	1.1	71	-1	0	.	6
COC(=O)C[C@@H]1C=C[C@H](NC(=O)Nc2ccc(OC)cc2)[C@@H](CO)O1	-13	0.6	1	4	-9	.	7
